All columns: NCI-60 one-dose screen, growth in % after 48 h at 10 µM unless noted; 100 = growth as untreated, 0 = no growth, -100 = all killed.
SF-539 = SF-539 CNS cancer | AID 1794752 | 81,000 tested, 6.8% active
KM12 = KM12 colon cancer cells; AID 1794800; 82,000 tested, 5% active
SF-268 = SF-268 CNS cancer cells. 82,000 tested, 3.1% active. AID 1794759
SF-295 = SF-295 CNS cancer cells | 79,000 tested, 5.6% active
HT29 = HT29 colon cancer. 81,000 tested, 7.4% active
SNB-75 = SNB-75 CNS cancer; AID 1794750; 79,000 tested, 5% active
HCC-2998 = HCC-2998 colon cancer; 79,000 tested, 4.7% active
SNB-19 = SNB-19 CNS cancer cells; 81,000 tested, 2.5% active
SW-620 = SW-620 colon cancer. 82,000 tested, 5.2% active
* = called active by the depositor; · = no result given; & = joins results of further samples; [ ] = another dose, or the depositor's remark. How the source made its calls: active means growth percent below 10; inactive means the rest.

SMILES	SF-539	KM12	SF-268	SF-295	HT29	SNB-75	HCC-2998	SNB-19	SW-620
CC(C)=C[C@H](O)[C@@H](O)[C@@H](CO)[C@H]1CC[C@@]2(C)[C@@H]3CC[C@H]4C(C)(C)[C@@H](O)CC[C@@]45C[C@@]35CC[C@]12C	101	102	95	96	94	89	106	109	106
O=C1CCC(C2CCc3cc(O)ccc3C2)C1 (configuration not stated)	99	113	115	101	97	90	99	107	112
CNc1nnc2n(-c3ccccc3)c(=O)c3cnn(-c4ccccc4)c3n12	83	87	96	79	51	73	112	110	105
C#CCOc1ccc2ncnc(N3CCN(C(=O)CCl)CC3)c2c1	91[8.25 µM]	108[8.25 µM]	69[8.25 µM]	109[8.25 µM]	72[8.25 µM]	101[8.25 µM]	112[8.25 µM]	96[8.25 µM]	47[8.25 µM]
COc1ccc(Cn2cc(C(=O)N=Nc3c(O)[nH]c4c(F)cccc34)nn2)cc1	93	101	100	98	86	90	102	94	93
NC(=O)C(=CNC(=S)Nc1ccc(S(=O)(=O)Nc2ccccn2)cc1)C(N)=O	113	107	101	110	115	93	98	100	105
COc1ccc(/C=C/c2nc(NNC(=O)Nc3ccccc3)c3ccccc3n2)cc1	92	56	85	85	75	76	94	91	56
COc1ccc(CNC(=O)c2c(C)n([O-])c3ccc(F)cc3[n+]2=O)cc1	86	93	103	98	110	73	102	90	92
COc1ccc(-c2nc(SCC(=O)Nc3nc(-c4ccc(Cl)cc4)cs3)[nH]c(=O)c2C#N)cc1	102	84	97	99	94	75	98	83	90
O=C(CCc1nc(-c2cccc(Cl)c2)no1)Nc1ccccn1	97	98	104	94	106	94	98	98	103
Cc1cc(=O)c2cc(Cl)cc(Br)c2[nH]1	100	106	108	96	102	90	108	106	104
O=C1C(O)C(O)C(O)C(O)C1O (configuration not stated)	94&89	105&112	98&107	102	97&110	80&109	102&102	109&107	106&106
O=C(Nc1ccc(-n2cc(-c3ccncc3)c(-c3ccc(O)c(Cl)c3)n2)cc1)Nc1cc(C(F)(F)F)cc(C(F)(F)F)c1	62	49	71	20	97	72	79	48	74
Cn1cc(-c2ccc(-c3cncc(Cl)c3N3CCC4(CC3)CC(=O)NC4=O)cc2)cn1	77	104	91	84	70	126	104	95	95
CCC1(CC)COC(c2ccccc2)OC1	94	119	121	113	102	93	119	111	108
Cc1cc(C)n2nc(SCC(=O)Nc3sc4c(c3C(N)=O)CCC4)nc2n1	91	114	113	101	123	115	118	102	100
COc1cccc2c(=O)c3c(sc12)c(NCCN)nc1ccccc13	71	61	92	97	43	87	68	80	32
Nc1nncc(-c2ccccc2)n1	113	112	101	104	108	114	102	98	102
COc1ccc(/C=c2\c(=O)n(-c3ccccc3)c3nn4c(n23)=NNCC(O)C4)cc1 (configuration not stated)	96	106	99	·	110	100	107	94	114
COC(=O)[C@]12CC[C@@H](C)[C@H](C)[C@H]1C1=CC[C@@H]3[C@@]4(C)C/C(=C\c5ccco5)C(=O)C(C)(C)[C@@H]4CC[C@@]3(C)[C@]1(C)CC2	95	107	98	110	99	76	111	98	101

Entries from the list above with a carbonyl joined to an NH by a bond outside any ring (7):
SMILES	SF-539	KM12	SF-268	SF-295	HT29	SNB-75	HCC-2998	SNB-19	SW-620
NC(=O)C(=CNC(=S)Nc1ccc(S(=O)(=O)Nc2ccccn2)cc1)C(N)=O	113	107	101	110	115	93	98	100	105
COc1ccc(/C=C/c2nc(NNC(=O)Nc3ccccc3)c3ccccc3n2)cc1	92	56	85	85	75	76	94	91	56
COc1ccc(CNC(=O)c2c(C)n([O-])c3ccc(F)cc3[n+]2=O)cc1	86	93	103	98	110	73	102	90	92
COc1ccc(-c2nc(SCC(=O)Nc3nc(-c4ccc(Cl)cc4)cs3)[nH]c(=O)c2C#N)cc1	102	84	97	99	94	75	98	83	90
O=C(CCc1nc(-c2cccc(Cl)c2)no1)Nc1ccccn1	97	98	104	94	106	94	98	98	103
O=C(Nc1ccc(-n2cc(-c3ccncc3)c(-c3ccc(O)c(Cl)c3)n2)cc1)Nc1cc(C(F)(F)F)cc(C(F)(F)F)c1	62	49	71	20	97	72	79	48	74
Cc1cc(C)n2nc(SCC(=O)Nc3sc4c(c3C(N)=O)CCC4)nc2n1	91	114	113	101	123	115	118	102	100

Further results follow.
SMILES	SF-539	KM12	SF-268	SF-295	HT29	SNB-75	HCC-2998	SNB-19	SW-620
CCCN(CCC)S(=O)(=O)c1ccc(C(=O)O)cc1.CCCN(CCC)S(=O)(=O)c1ccc(C(=O)O)cc1.[Cl][Pt+2][Cl].[NH2-].[NH2-]	16	18	17	33	42	2.0*	-28*	27	21
ICC1CCC(CI)CC1 (configuration not stated)	102	97	106	112	94	80	116	88	113
COc1ccncc1C#Cc1cncc(C(=O)Nc2ccc(CN3CCN(C)CC3)c(C(F)(F)F)c2)c1	1.6*	6.8*	40	50	15	66	41	70	4.4*
N#C/C(=C/c1cc([N+](=O)[O-])ccc1Cl)C(N)=O	101	92	96	98	80	89	106	100	47
OCCN(CCO)c1ncnc2nc[nH]c12	101	104	101	101	101	105	104	101	104
CN1C(=O)NNC(=O)c2ccccc21	100	111	112	96	118	90	130	97	101
O=C(Nc1ccc(Cl)cc1)Nc1ccc(Cl)c(Cl)c1	-19*	6.3*	36	-51*	29	52	·	16	14
O=C1c2cccc3cccc(c23)C(=O)N1Nc1nc(N2CCOCC2)nc(N2CCOCC2)n1	103	99	96	91	115	76	104	92	102
COc1ccc(C2=NN(C(C)=O)C(c3ccc(C)s3)C2)cc1 (configuration not stated)	95	100	98	101	95	116	95	83	108
C/C(=N\NC(=O)CSc1nc2sc3c(c2c(=O)n1-c1ccccc1)CCC(C)C3)c1ccc(Br)cc1 (configuration not stated)	86	105	92	98	104	101	113	94	106
[N-]=[N+]=CC(=O)CCC(NC(=O)OCc1ccccc1)C(=O)OCc1ccccc1 (configuration not stated)	106	101	97	98	94	99	104	99	112
COc1c(O)cc2oc3cc(O[C@H]4O[C@@H](CO)[C@@H](O)C(O)C4O)c(CC=C(C)C)c(O)c3c(=O)c2c1CC=C(C)C (some centres not stated)	107	104	98	110	95	91	98	105	109
CSc1nc(N)c(N=Nc2ccc(S(N)(=O)=O)cc2)c(N)n1	106	95	109	109	89	83	·	113	115
O=C(Nc1ccc([N+](=O)[O-])cc1)NN1CCCCCC1	99	98	98	99	109	117	91	101	94
CC1=N/C(=N\c2nc3cc(C)c(C)cc3[nH]2)NC(=O)CC1	96	104	97	90	91	80	120	95	102
CCOC(=O)c1c(Nc2ccccc2)nn2c(-c3ccc(OC)cc3)ccnc12	84	74	101	89	75	83	96	109	95
COC(=O)C1=C(C(=O)OC)C(C(=O)OC)N2C=CC=CC2=C1C(=O)OC (configuration not stated)	111	100	100	107	104	85	94	102	105
CCCN1CCc2cc(OC)c(OC)cc2C1Cc1ccc(OC)c(OC)c1 (configuration not stated)	115	111	110	121	93	107	99	101	108
CCN(CC)C(=O)C(c1ccccc1)C1(O)CCCCC1CN(C)C (configuration not stated)	115	108	98	106	105	103	112	109	110
Cc1cccc(Nc2nc3ccccc3nc2/C=C/c2ccc(F)cc2)c1	102	97	91	107	86	92	94	93	88
COc1ccc2c3ccnc(C(F)(F)F)c3n(CCCCN)c2c1	35	55	68	60	23	49	96	68	39
CCCCCCCC/C=C/CCCCCCCC1=NC(C)(C)CN1c1ccccc1	97	105	92	-5.3*	67	90	103	88	82
COc1ccc(C(=O)/C=C/c2ccc(/C=C/c3cc(OC)ccc3OC)cc2)cc1	106	73	91	80	68	94	101	98	85
O=C(O)/C=C/C(=O)Nc1ccc(C(=O)O)cc1	101	110	103	95	91	103	104	100	112
CN1C(=O)CS/C1=N\S(=O)(=O)c1ccc(NNc2c3ccccc3cc3ccccc23)cc1	97	87	87	93	75	99	84	109	97
CC1([N+](=O)[O-])COC(c2ccccc2)OC1 (configuration not stated)	102	110	101	102	105	91	116	111	102
Cc1ccc(N/N=c2/ccc(=O)/c(=N\Nc3ccc(S(=O)(=O)O)cc3)c2=O)c(C)c1	101	104	113	100	111	104	109	103	98
C=C1CC[C@@H]2[C@](C)(COC(C)=O)[C@H](OC(C)=O)CC[C@@]2(C)[C@@H]1CC(Nc1ccc(S(=O)(=O)NC(C)=O)cc1)C1=CCOC1=O (some centres not stated)	-77*	-34*	6.7*	58	-70*	26	-13*	23	-66*
O=C(c1ccc([N+](=O)[O-])cc1)N1CCN(c2ccnc3cc(Cl)ccc23)CC1	106	102	104	98	103	96	110	100	112
Cn1cc(-c2nc(-c3ccc4ccccc4c3)cs2)c2cc(F)ccc21	96	74	96	95	72	77	98	95	89
CCCCCCNC(=O)Oc1ccc(/C(=C(\C)c2ccccc2)c2ccc(OCCN(CC)CC)cc2)cc1	50	38	56	83	-16*	·	60	64	19
CC(=O)O.CC(=O)O.O.[Fe]	103	104	95	127	99	114	115	98	98
COc1cc(-c2nc(SCC(C)C)nc(Nc3ccc(S(N)(=O)=O)cc3)c2C#N)cc(OC)c1OC	91	99	105	100	96	76	123	103	102
CC(=O)Oc1cc2c(cc1OC(C)=O)C(=O)CCCC2	98	101	101	86	97	96	99	102	109
CC(=O)Nc1c(Br)cc2c(c1Br)C(=O)c1ccccc1-2	102	83	96	102	100	98	102	105	98
COC(=O)C1=NNC(C(=O)OC)C1c1ccccc1 (configuration not stated)	100	107	111	95	106	88	87	102	100
COc1ccc(C2C3Cc4cc(OC)c(OC)cc4C3=NN2C(=O)Nc2ccc(C)cc2C)cc1OC (configuration not stated)	93	91	100	99	87	99	106	89	112
COc1ccc(OC)c(-c2nc3ccc(C(=O)NN4C(=O)c5ccc(C(=O)O)cc5C4=O)cc3[nH]2)c1	100	103	100	92	99	84	110	·	97
CCOC(=O)c1cc2n(n1)CC(c1ccccc1)N2 (configuration not stated)	99	92	90	98	103	90	102	102	101
COc1cc(NCc2ccc3nc(N)nc(N)c3c2C)cc(OC)c1OC (tested in a mixture with another compound)	25	15	24	17	20	33	14	32	32
O=C(Nc1ccc([N+](=O)[O-])cc1)c1ccc(C(=O)Nc2ccc([N+](=O)[O-])cc2)cc1	113	119	131	103	115	92	103	101	105
COc1ccc(C2=C(C#N)C(=O)N3C(=S)N(c4ccccc4)C(=O)C23)cc1 (configuration not stated)	95	108	95	101	104	88	100	94	108
COc1ccc(-c2cc(C(=O)N=Nc3c(O)[nH]c4ccc(Cl)cc34)c3ccccc3n2)cc1OC	101	101	118	101	117	118	109	97	103
COc1ccc(-c2cc(-c3ccccn3)c(C#N)c(=O)[nH]2)cc1S(N)(=O)=O	92	95	96	93	101	96	96	95	100
CCOC(=O)/C(C#N)=C\c1ccc(N(C)C)cc1	104	101	101	99	102	105	113	98	101

Screening results as filed in PubChem BioAssay.
